TCR act – Activators of T cell receptors: qHTS campaign | primary human leukocytes, anti-CD3, IL-2 HTRF, 48 h | Potency, µM (doses to about 9.22 µM), for inactives: at the highest dose activation of IL-2 secretion, actives largely listed as activators | 330,000 tested, under 10 active; note: % of control where 0% means no effect
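IL-2 release read by HTRF sandwich (Eu cryptate donor, d2 acceptor, 665 nm emission) after 48 hr exposure of primary human leukocytes to compound together with anti-CD3 beads in the absence of co-stimulatory signals.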
TSG101-PTAP inh – qHTS Assay for Iinhibitors of HIV-1 Budding by Blocking the Interaction of PTAP/TSG101; Tumor susceptibility gene 101 protein (Homo sapiens), Q99816; Fluorescence polarization, FITC-PTAP peptide / Tsg101 binding; Potency, µM (top dose mostly 115 µM), inactives show top-dose activity change, negative = inhibition, hits mostly inhibitors; 340,000 tested, under 10 active; AID 493005, 2010; active = well fitted inhibition curve with a large enough effect in the main read-out, with a control signal flat, not every such curve was filed as active; inconclusive = small, poorly fitted or top-dose-only effect, or effect the other way, or a change in a side signal; inactive = no such curve, though single readings can be large or run the other way; note: potency is the fitted concentration of half-maximal effect; % of control where 0% means no effect
Target sequence (Q99816 whole entry, looked up): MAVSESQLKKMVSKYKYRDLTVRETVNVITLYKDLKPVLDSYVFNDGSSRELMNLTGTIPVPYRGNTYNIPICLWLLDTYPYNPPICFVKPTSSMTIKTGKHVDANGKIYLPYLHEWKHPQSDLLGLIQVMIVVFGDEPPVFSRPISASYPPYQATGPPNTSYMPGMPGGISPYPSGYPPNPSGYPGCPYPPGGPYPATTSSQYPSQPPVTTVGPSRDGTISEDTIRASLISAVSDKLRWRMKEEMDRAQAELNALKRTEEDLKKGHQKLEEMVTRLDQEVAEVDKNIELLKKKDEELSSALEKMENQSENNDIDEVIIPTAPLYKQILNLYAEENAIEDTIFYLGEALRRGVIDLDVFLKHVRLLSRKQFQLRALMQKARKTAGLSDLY
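Compounds were pin-transferred onto Tsg101 binding domain (10 uM final) in HEPES pH 7.5 buffer, then FITC-PTAP peptide was added at 50 nM final. After 20 min at RT, polarization reported peptide displacement across a qHTS concentration series.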
p53 reactivation – qHTS assay for re-activators of p53 using a Luc reporter; H1299 p53-A138V BP100-luciferase reporter, luminescence, 24 h; hit rate 0.063% among 320,000; Potency, µM (series often up to 92.2 µM), without a hit: at the highest dose activity change, positive = activation, actives largely listed as activators; note: potency is the fitted concentration of half-maximal effect; % of control where 0% means no effect; nearly all actives have a fitted effect of over 45% in size
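H1299 (p53-null), stable ts p53-A138V + BP100-Luc; 1000 cells/well, Opti-MEM/10% FBS; cpd 4 pt, 1:5; 24 h, 37 deg C, 5% CO2; detection reagent 10 min RT; luminescence.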
AT treatment – qHTS Assay for Identifying a Potential Treatment of Ataxia-Telangiectasia. hit rate 0.19% among 320,000. […] A-T fibroblasts, KAP-1 phosphorylation AlphaLISA; neocarzinostatin DNA damage 30 min before lysis. Potency, µM (series often up to 57.5 µM), for inactives: at the highest dose activation, usual class: activators; note: potency is the fitted concentration of half-maximal effect; % of control where 0% means no effect; nearly all actives have a fitted effect of over 45% in size
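ATM-like activity read as KAP-1 phosphorylation via AlphaLISA donor/acceptor antibody pairs after lysis and 6 hr at 25C. Cells were ATM-null patient fibroblasts ([…], hTERT), dosed 60 min, then exposed to the DSB inducer NCS for 30 min.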
ELG1 repair inh – qHTS screen for small molecules that inhibit ELG1-dependent DNA repair in human embryonic kidney (HEK293T) cells expressing luciferase-tagged ELG1; HEK293T ELG1-luciferase reporter, luminescence, 16 h; DNA damage induced by 5-fluorouridine; Potency, µM (doses to about 46.1 µM), for inactives: top-dose activity change, negative = inhibition, hits mostly inhibitors; hit rate 2.3% among 330,000; AID 504467, 2011; note: potency is the fitted concentration of half-maximal effect; % is set by controls: 0 for no effect and ±100 for the full control effect; nearly all actives have a fitted effect of over 55% in size
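Quantitative HTS, concentration-response format. 2,000 cells/well co-treated with 5-fluorouridine and compound, 16 hr in 5% CO2 at 37 °C; ONE-Glo luminescence read after 30 min.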
B2AR arrestin – qHTS assay of beta-arrestin-biased ligands of beta2-adrenergic receptor | Potency, µM (titrated, usually from 46.1 µM), inactives show at the highest dose activation, usual class: activators | hit rate 0.02% among 330,000 | beta-arrestin recruitment to beta2AR, cell-based reporter | Beta-2 adrenergic receptor (Homo sapiens), P07550;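 note: potency is the fitted concentration of half-maximal effect; 0% = DMSO controls and full agonism = EC100 isoproterenol or metaproterenol; nearly all actives have a fitted effect of over 65% in size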
Target sequence (P07550 whole entry, looked up): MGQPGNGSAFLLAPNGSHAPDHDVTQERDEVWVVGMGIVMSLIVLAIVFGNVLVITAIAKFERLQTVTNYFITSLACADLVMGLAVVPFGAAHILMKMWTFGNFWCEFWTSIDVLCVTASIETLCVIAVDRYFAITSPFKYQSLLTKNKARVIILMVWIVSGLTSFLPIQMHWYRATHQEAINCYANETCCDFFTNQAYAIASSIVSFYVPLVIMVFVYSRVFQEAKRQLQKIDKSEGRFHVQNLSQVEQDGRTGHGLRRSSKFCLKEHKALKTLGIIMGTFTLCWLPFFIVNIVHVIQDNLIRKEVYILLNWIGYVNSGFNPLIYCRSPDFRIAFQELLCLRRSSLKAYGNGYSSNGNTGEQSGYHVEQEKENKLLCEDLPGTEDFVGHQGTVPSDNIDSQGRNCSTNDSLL
TRPV1 ag – HTS Assay for Compounds that Act as Agonists of the Vanilloid Receptor 1; AID 540275, 2011; TRPV1-expressing cells, Fluo-8 calcium influx, agonist mode; activation, % at 8.33 µM; hit rate 0.19% among 320,000; in the data active = activation above about 80%; inconclusive = between about 30% and that limit; note: 0% is about no effect
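Fluo-8 calcium influx in TRPV1-expressing cells, kinetic read (ex 480/em 520 nm). Compound added and read 3 min for agonist activity, followed by capsaicin at EC20 final and 2 min further read for enhancement.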
CXXC DNA block – qHTS Fluorescence Polarization Assay for Inhibitors of MLL CXXC domain - DNA interaction. Histone-lysine N-methyltransferase 2A (Homo sapiens), Q03164. MLL-CXXC / FITC-HOXA9 DNA fluorescence polarization. Potency, µM (doses to about 115 µM), for inactives: at the highest dose activity change, negative = inhibition, actives largely listed as inhibitors. hit rate 0.037% among 290,000; active = well fitted inhibition curve with a large enough effect in the polarisation, with a control signal flat, not every such curve was filed as active; inconclusive = small, poorly fitted or top-dose-only effect, or effect the other way, or a change in a side signal; inactive = no such curve, though single readings can be large or run the other way; the % refers to the polarisation; note: potency is the fitted concentration of half-maximal effect
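Purified MLL-CXXC (added from a 7 uM solution) was preincubated 5 min at ambient with pinned compounds in 50 mM Tris-HCl pH 7.5, 50 mM NaCl, 1 mM DTT, 0.05% BSA. Fluorescein-labeled HOX-A9 DNA (50 nM solution) followed, 30 min, then polarization read.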
BRCA1 expr act – qHTS Assay to Identify Small Molecule Activators of BRCA1 Expression | MCF7-BRCA1-FFLuc reporter, luminescence, 48 h; response scale: scaled: vehicle 0%, 10 µM genistein 100% | Potency, µM (highest dose often 46.1 µM), without a hit: top-dose activation, usual class: activators | hit rate 1.1% among 380,000; note: potency is the fitted concentration of half-maximal effect; nearly all actives have a fitted effect of over 80% in size; some results filed as inactive show a strong effect at the top dose
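Quantitative HTS in MCF7 cells stably reporting BRCA1 expression via firefly luciferase. Compound treatment lasts 48 h at 37 °C in phenol-red free MEM. Activation is expressed relative to genistein at 10 microM and DMSO.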
a7 integrin act – qHTS for Activators of Integrin-Mediated Alleviation for Muscular Dystrophy | alpha7betagal myoblasts, beta-gal FDG fluorescence, 48 h | Potency, µM (top dose mostly 38.3 µM), inactives show at the top dose activation, actives largely listed as activators | hit rate 0.064% among 350,000;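 note: potency is the fitted concentration of half-maximal effect; 100% = response of the positive control SU9516; nearly all actives have a fitted effect of over 60% in size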
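alpha7betagal+/- myoblasts (passage 13, 250/well) treated 48 h at 37C with compounds at 1:260 dilution of DMSO stock. Lysed, then beta-galactosidase activity read as FDG fluorescence (ex 480/em 540) after 30 min, with pre-read for autofluorescence.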
Starred values were filed as active, the others as inactive; ? = inconclusive; · = no result given; [ ] = remark or other dose. Unless noted, calls come from the whole dose curve; as a rule, active = well fitted curve in the direction sought with a large enough effect; inconclusive = small, poorly fitted or top-dose-only effect, or another doubt; inactive = no such curve, though single readings can be large; an effect the other way counts as inactive or inconclusive.

SMILES	TCR act	TSG101-PTAP inh	p53 reactivation	AT treatment	ELG1 repair inh	B2AR arrestin	TRPV1 ag	CXXC DNA block	BRCA1 expr act	a7 integrin act
O=C(NCCN1CCOCC1)c1cc2sccc2n1Cc1ccc(Cl)cc1	·	-2%	-7%	4%	-22%	-0.1%	?	9%	-10%	10%
CC1(C(=O)NCC2CCCO2)Oc2cccnc2NC1=O (centres undefined)	3%	-2%	1%	4%	10%	-0.3%	1	14%	-4%	-27%
Cc1cc(NC(=O)CCC(=O)N(Cc2ccco2)C(C(=O)NC2CCCCC2)c2cccs2)no1 (centres undefined)	1%	-5%	0%	-2%	0%	-0.4%	2	5%	0%	-4%
COc1cc(C2C3=C(COC3=O)Oc3cc4c(cc32)OCO4)ccc1OC(C)=O (centres undefined)	-4%	0%	·	·	·	·	·	·	-72%	3%
O=C(NCc1ccccc1)C(=O)NCC1OCCN1S(=O)(=O)c1ccc2c(c1)OCCO2 (centres undefined)	0%	-5%	3%	-7%	-24%	-0.7%	4	15%	-1%	-11%
N#Cc1cccc(C(=O)OCC(=O)NC(=O)NC2CCCCC2)c1	-3%	-9%	12%	4%	-1%	0.3%	0	·	-10%	-27%
CCOC(=O)C(Cc1ccc(NC(=O)/C(=C\c2ccccc2)NC(=O)c2ccccc2)cc1)N1C(=O)c2ccccc2C1=O (centres undefined)	4%[46.1 µM]	-2%	1%	6%	2%	-1.7%	-1	-1%	-19%	12%
CC1(C)CC(=O)C(C2c3ccccc3S(=O)(=O)c3ccccc32)C(=O)C1	1%	-3%	-1%	0%	11%	-1.6%	11	0%	-4%	6%
O=C(ON=C1CCSCC1)c1ccccc1	2%	-5%	·	·	·	·	·	·	-1%	11%
CCN(CC(=O)Nc1ccccc1C(=O)Nc1ccccc1)Cc1nc2ccccc2c(=O)[nH]1	-3%	-1%	1%	0%	10µM*	1.1%	4	-2%	-15%	7%
Cn1c(SCCC#N)nnc1-c1ccc(F)cc1	·	·	0%	-5%	11%	0.0%	1	7%	·	·
O=C(COC(=O)c1cccc([N+](=O)[O-])c1)NCc1cccs1	2%	-3%	0%	2%	5%	-0.2%	16	-1%	-4%	-5%
C=CCn1c(C)cc(C(=O)COC(=O)/C=C/c2c(C)nn(C3CCS(=O)(=O)C3)c2Cl)c1C (centres undefined)	2%	0%	5%	5%	?	-0.9%	0	·	-10%	15%
CCOC(=O)C(NC(=O)c1ccccc1Cl)(Nc1sc2c(c1C(N)=O)CCC2)C(F)(F)F (centres undefined)	0%[46.1 µM]	-4%	10%	5%	2%	-0.9%	0	-5%	-65%	-5%
CO/N=C/C(C#N)=C/c1cc(C(=O)c2ccc(F)cc2)cn1C	-2%	0%	-1%	-3%	18%	-0.2%	13	8%	-5%	?
COc1cccc(Nc2nc(-c3ccccc3)nc3ccccc23)c1	5%	0%	3%	0%	?	0.3%	15	13%	-27%	21%
COc1ccc(-c2nnc(SCC(=O)c3cccs3)o2)cc1	5%	0%	26%	-1%	?	0.2%	5	11%	7.1µM*	31%
O=c1cc2c(nn1Cc1c(Cl)cccc1Cl)-c1ccccc1CC2	5%	-5%	-5%	-2%	-2%	0.0%	?	1%	-51%	-50%[inhibitor]
COc1c(Cl)cc(C(=O)Nc2ccccc2-c2ccccc2)cc1Cl	14%	0%	-1%	1%	10%	0.2%	?	-5%	-32%	7%
O=C(CCc1ccc(S(=O)(=O)NC2CCCCC2)cc1)N(Cc1ccccc1)Cc1ccccc1	4%	21%	19%	1%	-5%	-0.4%	-1	1%	-72%	-9%
CC1=NN(c2ccccc2)C(=O)C1N=Nc1ccc(N)cc1 (centres undefined)	-2%	-1%	-2%	-11%	26%	-0.9%	0	66%[activator]	-12%	-6%
CC1(C)CC(NC(=O)C(c2ccccc2)c2ccccc2)CC(C)(C)N1	9%	-4%	?	-1%	4%	-0.3%	2	-5%	4%	-40%
Cc1cc(CCN2CCC(=O)NC2=O)ccc1OC(C)C	·	-1%	19%	-8%	?	0.2%	23	0%	45%	3%
C=CCN1C(=Nc2ccccc2)SC/C1=C\C(=O)OC	-3%	0%	5%	11%	?	0.1%	18	0%	11%	19%
c1cncc(-c2cnc3ccccc3c2)c1	2%	-2%	23%	-9%	?	0.0%	4	·	?	6%
CN1CCN(C(=O)C2=C[C@H](C3CCCCC3)C[C@H](OCc3ccc(CO)cc3)O2)CC1	8%	-3%	1%	-15%	3%	-0.3%	11	22%	-17%	3%
Cc1ccc2c(c1)-c1ccccc1S(=O)(=O)N2	1%	-2%	-2%	-2%	0%	-2.0%	-4	4%	2%	-19%
C/C(CC(=O)Nc1cccc2c1CCCC2)=N\NC(=O)COc1ccccc1	0%[46.1 µM]	-1%	-2%	0%	1%	3.0%	3	-7%	-18%	30%
CN(C)CCNS(=O)(=O)c1ccc2c3c(cccc13)C(=O)N2	·	-3%	?	5%	5%	-1.0%	6	-8%	39%	29%
COc1cccc(N(CC(=O)NCc2ccccc2)C(=O)CCC(=O)Nc2nccs2)c1	-8%	1%	-4%	-1%	-13%	0.1%	-2	36%[activator]	-13%	3%

Complete entries, looked up by structure.
CN1CCN(C(=O)C2=C[C@H](C3CCCCC3)C[C@H](OCc3ccc(CO)cc3)O2)CC1 is listed as TCR act: 8%; TSG101-PTAP inh: -3%; p53 reactivation: 1%; AT treatment: -15%; ELG1 repair inh: 3%; B2AR arrestin: -0.3%; TRPV1 ag: 11; CXXC DNA block: 22%; BRCA1 expr act: -17%; a7 integrin act: 3%
CC1=NN(c2ccccc2)C(=O)C1N=Nc1ccc(N)cc1 (centres undefined) is listed as TCR act: -2%; TSG101-PTAP inh: -1%; p53 reactivation: -2%; AT treatment: -11%; ELG1 repair inh: 26%; B2AR arrestin: -0.9%; TRPV1 ag: 0; CXXC DNA block: 66%[activator]; BRCA1 expr act: -12%; a7 integrin act: -6%

The list goes on:
SMILES	TCR act	TSG101-PTAP inh	p53 reactivation	AT treatment	ELG1 repair inh	B2AR arrestin	TRPV1 ag	CXXC DNA block	BRCA1 expr act	a7 integrin act
COC(=O)C1=C(O)C2(C(=O)O)CC(C(=O)OC)=C(O)C(C(=O)O)(C1)C2	6%	-2%	2%	-8%	14%	-0.9%	0	-2%	0%	7%
COc1ccc(C(=O)n2cnc3ccccc32)cc1Br	-1%	0%	·	·	·	·	·	·	-16%	?
CCn1ccc(C(=O)Nc2ccc(Cl)cn2)n1	0%	1%	?	17%	?	-0.4%	·	1%	2.5µM*	17%
COc1ccccc1COC(=O)CN1C(=O)NC2(CCCCC2C)C1=O (centres undefined)	-4%	-4%	2%	-1%	3%	-0.1%	0	·	13%	-24%
N#C/C(=C\c1cn(Cc2ccccc2F)c2ccccc12)C(=O)NCc1ccco1	1%[46.1 µM]	3%	1%	8%	-1%	-0.3%	7	5%	-10%	-7%
O=C(CSc1nc2c(sc3ccccc32)c(=O)n1CCCN1CCOCC1)NC1CCCC1	0%	-4%	1%	-2%	1%	-0.2%	2	-4%	0%	17%
N#Cc1c(-c2cccs2)cc(-c2cccs2)[nH]c1=O	2%	-2%	-1%	2%	4%	-0.4%	0	6%	0%	-17%
COc1cc(OC)cc(-c2c(-c3cccs3)c3cc(-c4ccc5[nH]ccc5c4)ccc3n2C)c1	0%	2%	-2%	12%	1%	-0.8%	3	·	-28%	-7%
CC(=O)c1c(C)[nH]c(C(=O)CSc2nnc3ccccn23)c1C	2%[46.1 µM]	-3%	?	1%	?	0.4%	0	1%	37%	?
COc1cc(NC(=O)CCc2nnc3ccc(N4CCC5(CC4)OCCO5)nn23)cc(OC)c1	-9%	-4%	-3%	10%	?	0.0%	5	25%	-3%	7%
O=C(NC(=S)Nc1ccccc1Cl)c1cnn2c(C(F)(F)F)cc(C(F)(F)F)nc12	1%	-10%	2%	0%	17%	-0.2%	3	-7%	-13%	?
Cc1cc(N2CCCCC2)n2ncc(-c3ccccc3)c2n1	-1%	-1%	3%	32%	?	0.2%	-6	-6%	-9%	-21%
CCOC(=O)CCCCCN(Cc1ccccc1)S(=O)(=O)c1ccc([N+](=O)[O-])cc1	6%[46.1 µM]	-6%	-7%	5%	-16%	0.0%	3	?	3%	0%
O=C(Nc1ccc(S(=O)(=O)NC2=NCCCCC2)cc1)c1cc(S(=O)(=O)N2CCOCC2)ccc1F	-1%	0%	-7%	-1%	3%	0.4%	1	?	-26%	-8%

High-throughput results from PubChem.
